GAA glycogen mod: alters human alpha-glucosidase cleavage of glycogen. recombinant GAA, glycogen substrate, Amplex Red glucose oxidase fluorescence. Potency, µM (doses to about 76.4 µM), for inactives: top-dose activity change, negative = inhibition, hits mostly inhibitors. hit rate 0.38% among 300,000; active = well fitted inhibition curve with a large enough effect; inconclusive = small, poorly fitted or top-dose-only effect, or another doubt; inactive = no such curve, though single readings can be large or run the other way;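 also: 0% = full enzyme reaction and -100% = no-enzyme basal signal; the screen sought inhibitors and activators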
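Natural-substrate format: glycogen cleavage by 4 nM human enzyme, glucose read by Amplex Red coupling (Ex 573, Em 610 nm). Normalized to enzyme and no-enzyme controls.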
Numbers without * were called inactive; [ ] = remark or other dose. Potency is read from the fitted curve at half-maximal effect. These rows are one share of the data; rates above refer to the full screens.

Results for CC(=O)Nc1ccc(NC(=O)c2ccc3c(c2)CCN3S(C)(=O)=O)cc1 ?
GAA glycogen mod: 2%

What do the screens show for `Cc1cc(C)cc(C(=O)N[C@@H](C)C(=O)N2CCC3(CC2)NCCc2[nH]cnc23)c1`?
GAA glycogen mod: -17%[76.3 µM]

What do the screens show for `COc1ccc(C(=O)NCCCCNC(=O)c2ccc(OC)c(OC)c2)cc1OC`?
GAA glycogen mod: -5%[76.3 µM]

Results for COc1ccc(OC)c(S(=O)(=O)NC2CCSc3ccccc32)c1 (stereo not drawn) ?
GAA glycogen mod: -5%[76.3 µM]

What do the screens show for `CNS(=O)(=O)c1cc(S(=O)(=O)NC)c2cccc3c2c1NC3=O`?
GAA glycogen mod: 3%[76.3 µM]

What do the screens show for `Cc1ccc(N(CC(=O)N2CCCC2)S(C)(=O)=O)cc1C`?
GAA glycogen mod: -12%[76.3 µM]

How did O=C(Nc1ccc(NC(=O)C2CC2)cn1)c1ccccc1 do in these assays?
GAA glycogen mod: 0%[76.3 µM]

How did Cc1c(C)c2ccc(OC(C)C(=O)NC3CCN(Cc4ccccc4)CC3)cc2oc1=O (stereo not drawn) do in these assays?
GAA glycogen mod: -10%[76.3 µM]

What do the screens show for `Cc1ccsc1/C=C/c1n[nH]c(=O)c(C#N)c1C`?
GAA glycogen mod: 5%

What do the screens show for `COc1ccc(NC(=O)C2CCN(c3ncnc4c3nc3n4CCCCC3)CC2)cc1Cl`?
GAA glycogen mod: 4%[76.3 µM]

How did COc1ccc(F)cc1S(=O)(=O)NCCN1CCOCC1 do in these assays?
GAA glycogen mod: -1%[76.3 µM]

Results for Nn1c(SCc2ccc(C(=O)O)cc2)nnc1-c1ccc(Cl)cc1Cl ?
GAA glycogen mod: 8%

What do the screens show for `Cc1cc(OCC(=O)N2CCC(C(=O)O)CC2)c2c(C)c(C)c(=O)oc2c1`?
GAA glycogen mod: 4%[76.3 µM]

How did Cc1cccc(NC(=O)[C@@H]2CCCN2C(=O)OC(C)(C)C)c1C do in these assays?
GAA glycogen mod: -1%

Results for Cc1ccc2oc(=O)cc(CN3CCN(Cc4ccccc4)CC3)c2c1 ?
GAA glycogen mod: -9%

How did CC(=O)Nc1ccc(NC(=O)CSc2ccc(-c3cccnc3)nn2)cc1 do in these assays?
GAA glycogen mod: 3%[76.3 µM]

How did CCOC(=O)/C=C/C(=O)Nc1ccc(-c2nnc3n2CCCCC3)cc1 do in these assays?
GAA glycogen mod: -2%

What do the screens show for `CCCc1cc(=O)oc2cc(OC(C)C(=O)NCC3CCC(C(=O)O)CC3)c(Cl)cc12` (stereo not drawn)?
GAA glycogen mod: -5%[76.3 µM]

How did CCN(C(=O)CCNC(=O)Cn1cnc2ccccc2c1=O)c1ccccc1F do in these assays?
GAA glycogen mod: -1%

Results for COC(=O)C1CN(C(=O)C(C)Oc2cc(C)ccc2C(C)C)c2ccccc2O1 (stereo not drawn) ?
GAA glycogen mod: -12%

Results for COc1ccc(CCNC(=O)CCC(=O)NC2CCCCC2)cc1OC ?
GAA glycogen mod: -5%[76.3 µM]

Results for CN(C)c1ccc(/C=N/NC(=O)c2ccc3c(c2)OCO3)cc1 ?
GAA glycogen mod: 10%

What do the screens show for `CCC(C)NC(=O)c1cc(-c2ccc3c(c2)OCO3)on1` (stereo not drawn)?
GAA glycogen mod: 4%

How did COc1cc(OC)cc(C(=O)NN2CCOCC2)c1 do in these assays?
GAA glycogen mod: 0%[76.3 µM]

What do the screens show for `CN(CC(=O)Nc1ccc(F)c(F)c1)S(=O)(=O)c1cccc2cccnc12`?
GAA glycogen mod: -14%[76.3 µM]

What do the screens show for `O=C(N/N=C/c1ccccn1)c1cc(Br)ccc1O`?
GAA glycogen mod: -4%

What do the screens show for `COc1cccc(C(=O)NNS(=O)(=O)c2ccc(C)cc2)c1`?
GAA glycogen mod: 0%[76.3 µM]

Results for O=C(C1CCCN(Cc2ccccc2[N+](=O)[O-])C1)N1CCCC1 (stereo not drawn) ?
GAA glycogen mod: 1%

What do the screens show for `O=C(NCCN1CCN(S(=O)(=O)c2ccc(F)cc2)CC1)C(=O)NCc1ccccc1`?
GAA glycogen mod: -8%

Results for NC(=O)CC(NC(=O)Cc1ccc(Cl)cc1)c1ccc(NCCCN2CCCC2=O)c([N+](=O)[O-])c1 (stereo not drawn) ?
GAA glycogen mod: 11%[76.3 µM]

What do the screens show for `CCOC(=O)CSc1nnc(-c2ccccc2)c(-c2ccccc2)n1`?
GAA glycogen mod: -8%

Results for O=c1cc(-c2ccco2)nc(SCc2cccc(Cl)c2)[nH]1 ?
GAA glycogen mod: 0%[76.3 µM]

Results for O=[N+]([O-])C1C(c2ccccc2)=NOC1c1ccccc1O (stereo not drawn) ?
GAA glycogen mod: inconclusive

What do the screens show for `CCn1c(CN2CCOCC2)nnc1SCC(=O)Nc1ccccc1Cl`?
GAA glycogen mod: 2%

What do the screens show for `CNC(=S)N1CCN(c2nc(-c3ccc(Cl)cc3)cs2)CC1`?
GAA glycogen mod: 16%[76.3 µM]

How did CC(C)Oc1cccc(C(=O)C2CCCN(C(=O)c3ccc4c(c3)OCO4)C2)c1 (stereo not drawn) do in these assays?
GAA glycogen mod: -9%[76.3 µM]

What do the screens show for `CCOc1ccc2nc(N(CCN(C)C)C(=O)c3ccc4ccccc4c3)sc2c1`?
GAA glycogen mod: -10%[76.3 µM]

How did CC(=O)Nc1ccc(NC(=O)C2CCCN(S(=O)(=O)c3ccc(-n4cnnn4)cc3)C2)cc1 (stereo not drawn) do in these assays?
GAA glycogen mod: 15%

Results for O=S(=O)(NCCc1cccs1)c1ccc(Br)cc1 ?
GAA glycogen mod: 1%

Results for O=C(NCCc1ccc(F)cc1)Nc1ccccc1 ?
GAA glycogen mod: 8%[76.3 µM]

What do the screens show for `CCOCCCn1c(=N)c(S(=O)(=O)c2ccc(C)cc2)cc2c(=O)n3cc(C)ccc3nc21`?
GAA glycogen mod: 1%

How did CCN(CC)CCNC(=O)CCc1c(C)nc2c(c(C)nn2-c2ccc(C)c(C)c2)c1C do in these assays?
GAA glycogen mod: -8%

What do the screens show for `COc1ccccc1N1CCN(C(=O)NCc2ccc(Cl)cc2)CC1`?
GAA glycogen mod: -3%

What do the screens show for `COc1ccc(-n2ncc3c2CC(C)(C)CC3NC(=O)c2cnc(C)cn2)cc1` (stereo not drawn)?
GAA glycogen mod: -4%[76.3 µM]

How did O=C(COc1ccc(Cl)cc1)Nc1nc(-c2ccncc2)cs1 do in these assays?
GAA glycogen mod: -6%[76.3 µM]

How did Cc1ccccc1NC(=O)c1cc(S(=O)(=O)Nc2cccc(C(=O)O)c2)ccc1Cl do in these assays?
GAA glycogen mod: 5%

What do the screens show for `O=C1[C@H]2[C@@H](c3ccc(F)cc3)N3C(=O)N(c4ccc(Br)cc4)C(=O)[C@@]3(Cc3ccc(Cl)cc3)[C@H]2C(=O)N1C1CCCCC1`?
GAA glycogen mod: 8%[76.3 µM]

How did Cc1ccc(-c2n[nH]c(=S)nc2-c2ccc(C)cc2)cc1 do in these assays?
GAA glycogen mod: -14%

Results for Nc1cccc(N2C(=O)c3cccc4c(N)ccc(c34)C2=O)c1 ?
GAA glycogen mod: 4%

Results for O=C(Nc1cccc(Cl)c1)C1COc2ccccc2O1 (stereo not drawn) ?
GAA glycogen mod: -5%[76.3 µM]

What do the screens show for `O=C(CSc1nc(-c2ccccc2)ns1)NCC1CCCO1` (stereo not drawn)?
GAA glycogen mod: 5%[76.3 µM]

How did COc1cccc(C(=O)NC2CCCc3ccccc32)c1OC (stereo not drawn) do in these assays?
GAA glycogen mod: 8%

Results for O=C(NC1CCCC1)C(c1ccccn1)N(C(=O)c1csnn1)c1ccccc1 (stereo not drawn) ?
GAA glycogen mod: 4%

Results for CSc1ccc(CNCCCSc2ncccn2)cc1 ?
GAA glycogen mod: 4%[76.3 µM]

Results for COc1ccc(OC)c(C(C)NC(=O)C23CC4CC(CC(C4)C2)C3)c1 (stereo not drawn) ?
GAA glycogen mod: -1%[76.3 µM]

Results for Cc1ccc(S(=O)(=O)N2CCCC2)cc1C(=O)NCc1ccccn1 ?
GAA glycogen mod: -1%[76.3 µM]

How did CC(=O)c1cn(CC(=O)Nc2ccccc2C(F)(F)F)c2ccccc12 do in these assays?
GAA glycogen mod: -3%[3.05 µM]

What do the screens show for `Cc1cc(C)c(S(=O)(=O)NCc2csc(C)n2)c(C)c1`?
GAA glycogen mod: 9%

What do the screens show for `COc1ccc(-n2nc(C(=O)NCC(=O)NC3CCCCCC3)c3ccccc3c2=O)c(OC)c1`?
GAA glycogen mod: 12%

What do the screens show for `COc1ccc(C(=O)NCCc2nnc3ccc(SCC(=O)N4CCCCC4)nn23)cc1`?
GAA glycogen mod: 1%[76.3 µM]

What do the screens show for `Cn1cnc(S(=O)(=O)NC2CCN(Cc3c(F)cccc3Cl)CC2)c1`?
GAA glycogen mod: -5%[76.3 µM]

Results for Cc1ccc(-c2nc(CSCC(=O)NCC3CCCO3)c(C)o2)cc1 (stereo not drawn) ?
GAA glycogen mod: 6%[76.3 µM]

Results for Cc1cc(NC(=O)C2CC=CCC2C(=O)O)ccc1NC(=O)c1ccccc1 (stereo not drawn) ?
GAA glycogen mod: -1%[76.3 µM]

What do the screens show for `Cc1ccc(S(=O)(=O)CCC(=O)Nc2ccccc2Br)cc1`?
GAA glycogen mod: -1%

How did Oc1ccc(NCc2cccs2)cc1 do in these assays?
GAA glycogen mod: -9%[76.3 µM]

How did CC(=O)N1N=C(c2cccc([N+](=O)[O-])c2)OC1(C)c1cccs1 (stereo not drawn) do in these assays?
GAA glycogen mod: 7%

How did COc1ccc(CC(=O)NCC2CCCCC2)cc1OC do in these assays?
GAA glycogen mod: -9%

What do the screens show for `COc1ccc(C(C(=O)NCc2ccccc2)N(Cc2cccnc2)C(=O)c2snc(C(N)=O)c2N)cc1OC` (stereo not drawn)?
GAA glycogen mod: -2%

Results for CCCCc1nnc(NC(=O)c2cccc(S(=O)(=O)N3CCN(C)CC3)c2)s1 ?
GAA glycogen mod: -3%[76.3 µM]

What do the screens show for `COc1cccc2sc(N(CCN(C)C)C(=O)c3ccc(S(=O)(=O)N4CCCC4)cc3)nc12`?
GAA glycogen mod: 0%[76.3 µM]

Results for Cc1ccc(C(=O)NCc2ccc3c(c2)OCO3)o1 ?
GAA glycogen mod: -11%[76.3 µM]

How did CC(=O)c1ccc(NC(=S)NC(=O)Cc2ccc(Cl)cc2)cc1 do in these assays?
GAA glycogen mod: 7%

How did CC1CCCN(C(=O)C(=O)Nc2ccc3nc4n(c(=O)c3c2)CCCCC4)C1 (stereo not drawn) do in these assays?
GAA glycogen mod: -8%[76.3 µM]

How did CC(C)(CN1CCCC1)NS(=O)(=O)c1ccc(Cl)cc1 do in these assays?
GAA glycogen mod: 5%

What do the screens show for `CC1(C)Cc2c(C#N)c(SCCO)nc(N3CCOCC3)c2CO1`?
GAA glycogen mod: 2%

What do the screens show for `CCOc1ccccc1N1CC(C(=O)N2CCOCC2)CC1=O` (stereo not drawn)?
GAA glycogen mod: -1%

How did COc1ccc(-c2nnc(N3CCOCC3)c3ccccc23)cc1 do in these assays?
GAA glycogen mod: -4%[76.3 µM]

What do the screens show for `COc1ccc(NC(=O)COc2ccc3c(c2)OCO3)cc1`?
GAA glycogen mod: -1%

How did COc1ccccc1-c1c(C)nn2c(N)c(-c3ccc(Cl)cc3)cnc12 do in these assays?
GAA glycogen mod: -2%[76.3 µM]

How did Cc1ccc(S(=O)(=O)N2CCCC(C(=O)NC3CC3)C2)cc1 (stereo not drawn) do in these assays?
GAA glycogen mod: -2%

Retrieved one by one from the list above (3):
How did Cc1ccc(S(=O)(=O)N2CCCC(C(=O)NC3CC3)C2)cc1 (stereo not drawn) do in these assays?
GAA glycogen mod: -2%

How did CC(=O)N1N=C(c2cccc([N+](=O)[O-])c2)OC1(C)c1cccs1 (stereo not drawn) do in these assays?
GAA glycogen mod: 7%

What do the screens show for `Cn1cnc(S(=O)(=O)NC2CCN(Cc3c(F)cccc3Cl)CC2)c1`?
GAA glycogen mod: -5%[76.3 µM]

Among those listed so far, these contain an aryl thioether with sulfur outside any ring:
Results for Nn1c(SCc2ccc(C(=O)O)cc2)nnc1-c1ccc(Cl)cc1Cl ?
GAA glycogen mod: 8%

How did CC(=O)Nc1ccc(NC(=O)CSc2ccc(-c3cccnc3)nn2)cc1 do in these assays?
GAA glycogen mod: 3%[76.3 µM]

What do the screens show for `CCOC(=O)CSc1nnc(-c2ccccc2)c(-c2ccccc2)n1`?
GAA glycogen mod: -8%

Results for O=c1cc(-c2ccco2)nc(SCc2cccc(Cl)c2)[nH]1 ?
GAA glycogen mod: 0%[76.3 µM]

What do the screens show for `CCn1c(CN2CCOCC2)nnc1SCC(=O)Nc1ccccc1Cl`?
GAA glycogen mod: 2%

What do the screens show for `O=C(CSc1nc(-c2ccccc2)ns1)NCC1CCCO1` (stereo not drawn)?
GAA glycogen mod: 5%[76.3 µM]

Results for CSc1ccc(CNCCCSc2ncccn2)cc1 ?
GAA glycogen mod: 4%[76.3 µM]

What do the screens show for `COc1ccc(C(=O)NCCc2nnc3ccc(SCC(=O)N4CCCCC4)nn23)cc1`?
GAA glycogen mod: 1%[76.3 µM]

What do the screens show for `CC1(C)Cc2c(C#N)c(SCCO)nc(N3CCOCC3)c2CO1`?
GAA glycogen mod: 2%

Remaining list, next part
What do the screens show for `Cc1nc(NC(=O)c2cnccn2)ccc1Br`?
GAA glycogen mod: -6%

What do the screens show for `CN(C)c1ccc(C2Nc3cccc4cccc(c34)N2)cc1`?
GAA glycogen mod: 1%

How did O=C(NNC(=O)c1ccc(S(=O)(=O)N2CCOCC2)cc1)c1ccccc1 do in these assays?
GAA glycogen mod: 10%[76.3 µM]

What do the screens show for `COc1ccccc1NC(=O)c1ccc2nc(C)c(C)nc2c1`?
GAA glycogen mod: -3%[76.3 µM]

Screening results (PubChem BioAssay)
